Source: PubChem BioAssay
Cdc25B block = human M-phase inducer phosphatase 2 inhibition | P30305 | recombinant Cdc25B, OMFP fluorescence Ex485/Em525 | inhibition, %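 (compounds tested at 10 µM final in the well)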 | 0.1% of 65,000 active | AID 368; in the data active = inhibition above about 50%
Target sequence (P30305 whole entry, looked up): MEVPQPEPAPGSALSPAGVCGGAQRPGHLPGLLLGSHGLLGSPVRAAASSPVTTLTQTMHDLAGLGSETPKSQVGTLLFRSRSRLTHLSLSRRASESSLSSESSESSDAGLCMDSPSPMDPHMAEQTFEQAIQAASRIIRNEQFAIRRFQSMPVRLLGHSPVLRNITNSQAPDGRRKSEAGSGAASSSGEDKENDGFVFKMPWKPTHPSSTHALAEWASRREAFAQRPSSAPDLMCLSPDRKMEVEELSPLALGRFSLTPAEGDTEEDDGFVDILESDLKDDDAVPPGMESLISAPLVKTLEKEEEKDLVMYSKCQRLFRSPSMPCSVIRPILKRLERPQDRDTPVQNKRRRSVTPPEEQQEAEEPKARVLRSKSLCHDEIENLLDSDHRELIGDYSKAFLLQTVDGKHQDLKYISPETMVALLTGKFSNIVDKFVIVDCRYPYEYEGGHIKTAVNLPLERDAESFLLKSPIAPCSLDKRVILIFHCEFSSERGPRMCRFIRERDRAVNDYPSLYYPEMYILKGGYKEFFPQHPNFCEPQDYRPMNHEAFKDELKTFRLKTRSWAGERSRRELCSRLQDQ
tolC growth inh = growth inhibitors of E. coli BW25113 tolC mutant | OD615 | growth inhibition, % at 10 µM (by protocol) | 2.2% of 65,000 active | AID 573;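 active = growth inhibition at or above a cutoff equal to the mean over every tested compound plus 3 SD, cut at about 60% in these data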;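 note: growth measured after 20 h incubation at 37 °C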
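Material: E. coli BW25113 ΔtolC::kan, tolC deletion mutant strain. Measure: percent growth inhibition. Schedule: 37 °C, 20 h exposure. Doses: single-point testing at 10 µM. Signal: A615 absorbance measurement. Buffer or medium: kanamycin-containing LB broth (50 µg/mL).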
D1 allo mod = D1 dopamine receptor (human) allosteric modulation. 5.9% of 58,000 active. B-score at 10 µM. HEK293 D1, CRE-luciferase, dopamine EC30 potentiation; actives deviate in either direction. P21728. AID 641;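 active = luminescence count or its row- and column-corrected plate score outside the 99.7% band of the plate's sample wells, on either side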
Target sequence (P21728 whole entry, looked up): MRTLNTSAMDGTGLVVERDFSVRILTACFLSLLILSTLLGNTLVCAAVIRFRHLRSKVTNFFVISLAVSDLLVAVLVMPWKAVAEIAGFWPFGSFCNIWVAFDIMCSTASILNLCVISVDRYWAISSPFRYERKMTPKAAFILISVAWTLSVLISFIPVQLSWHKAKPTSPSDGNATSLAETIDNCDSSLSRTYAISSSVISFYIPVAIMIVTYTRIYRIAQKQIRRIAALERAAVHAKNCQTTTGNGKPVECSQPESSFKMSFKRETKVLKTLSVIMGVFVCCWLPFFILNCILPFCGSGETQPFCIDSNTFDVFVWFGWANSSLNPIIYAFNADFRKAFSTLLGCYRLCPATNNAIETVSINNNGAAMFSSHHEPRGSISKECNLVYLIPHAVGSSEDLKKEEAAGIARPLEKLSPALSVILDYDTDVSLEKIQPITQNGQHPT
CatB block = blocks human cathepsin B protease activity; P07858; purified cathepsin B, fluorogenic substrate, fluorescence; inhibition, %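 (tested at 10 µM)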; 0.1% of 63,000 active; AID 453; in the data active = inhibition above about 21%;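 note: 0% = enzyme with no compound and 100% = no enzyme blank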
AP ELISA ortho = orthogonal test for alternative complement pathway inhibitors. Human serum alternative complement pathway, LPS-coated ELISA, C3 deposition; tested in compound mixtures. inhibition, % at 5 µM. 0.08% of 62,000 active;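 active = inhibition above 30% in each of the two pooled mixtures holding the compound, so the lower value exceeds 30%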;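 note: 0% = serum in Mg-EGTA without compound and 100% = EDTA serum blank; some compounds past the cut are filed as inactive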
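Assay system: human serum alternative complement pathway, C3 deposition on LPS-coated wells; Dosing: 5 µM per compound in ten-compound mixtures; Detection: Anti-C3 ELISA, OD 450 nm; Buffer or medium: Mg2+-EGTA GVB++ buffer containing human serum at 1:15 dilution; Timing: 1 h at 37 °C; Replication: two different pools per compound.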
E coli RNAP = Escherichia coli RNA polymerase inhibition; 0.2% of 62,000 active; P0A8V2; inhibition, %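 (tested at 10 µM)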; E. coli RNA polymerase, fluorescence transcription assay; in the data active = inhibition above about 20%;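 note: 0% = enzyme without compound and 100% = no enzyme blank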
MKP-1 inh = blocks human MKP-1 phosphatase activity | P28562 | 0.15% of 65,000 active | AID 374 | inhibition, %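 (compounds tested at a single concentration somewhere between 10 and 100 µM)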 | recombinant MKP-1, OMFP hydrolysis fluorescence;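 active = inhibition above about 50%, limit read from the data; inconclusive = inhibition over screen mean plus 3 SD, below that limit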;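 note: 0% = DMSO max control wells and 100% = wells with enzyme stopped by NaOH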
Hsp90 inh = displaces geldanamycin probe from tumor Hsp90; P07900; NCI-N417 lysate Hsp90, Cy3B-geldanamycin FP displacement; inhibition, % at 30 µM; 0.35% of 64,000 active; AID 429;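 active = inhibition above 50%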;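 note: 0% = tracer plus lysate wells and 100% = tracer alone without lysate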
CatB mixtures = inhibitors of human cathepsin B in compound mixtures. AID 488. Purified cathepsin B, AMC dipeptide fluorescence. inhibition, %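 (ten-compound pools at 5 µM per compound and 50 µM total)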. P07858. 0.06% of 62,000 active; in the data active = inhibition above about 22%, passing the limit was not always enough; inconclusive = no clear call, values can overlap the other calls;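 note: 0% = enzyme without compound and 100% = no enzyme blank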
Numbers without * were called inactive; ? = inconclusive; / = no result given. Hits appear at their usual frequency (roughly 7.6% active in at least one column).

cpd	Compound	Cdc25B block	tolC growth inh	D1 allo mod	CatB block	AP ELISA ortho
1	COC(=O)c1cc2sc(Cl)cc2n1CC(=O)Nc1ccc(OC)c(OC)c1OC	-9	13	1	-1	20
2	Cn1c(CCc2ccccc2)nnc1SCC(=O)N1CCCC1	0	-21	0.5	2	3
3	CSc1nc(N)c(C#N)c(-c2ccccc2Cl)c1C#N	-20	14	/	2	/
4	Cc1nnc(NC(=O)CCC(=O)N2CCC(C)CC2)s1	6	10	/	-4	13
5	CCOC(=O)Cc1c(C)nc2c(-c3ccc(Cl)cc3)c[nH]n2c1=O	-3	99*	-0.79	4	-5
6	O=C(O)C1CCC(=O)N1C1CCCC1 (stereo not drawn)	-25	-12	-0.54	-1	-7
7	COc1ccc(NC(=O)Nc2ccc(N(C)C)cc2)cc1	-10	-11	-1.4	6	8
8	O=C1CN(C(=O)c2ccc(Br)o2)C(c2ccccc2)c2cc(F)ccc2N1 (stereo not drawn)	-16	21	0	4	7

cpd	E coli RNAP	MKP-1 inh	Hsp90 inh	CatB mixtures
1	0	?	-2	1
2	-2	-1	-2	3
3	-5	-22	-8	/
4	3	-11	-2	5
5	4	15	0	-3
6	3	2	-3	-8
7	2	-1	19	-5
8	9	1	-1	3

The list goes on:
cpd	Compound	Cdc25B block	tolC growth inh	D1 allo mod	CatB block	AP ELISA ortho
9	COCCOC(=O)C1=C(C)Nc2ncnn2C1c1ccc(F)cc1 (stereo not drawn)	-4	-16	-0.4	3	-9
10	CCN=C1SC(CC(=O)Nc2sc3c(c2C#N)CCCC3)C(=O)N1CC (stereo not drawn)	-10	4	0.32	3	18
11	NC(=O)CSc1nnc(-c2ccc(S(=O)(=O)N3CCOCC3)cc2)n1CC1CCCO1 (stereo not drawn)	-2	-10	/	-2	-19
12	O=C(Nc1sc2c(c1C(=O)NCC1CCCO1)CCCC2)c1cccs1 (stereo not drawn)	-7	12	2.4	2	10
13	Cc1ccc2oc3c(c(=O)c2c1)C(c1cccs1)N(CCCN(C)C)C3=O (stereo not drawn)	-5	2	0.63	0	-12
14	CCN(CC)CCN1C(=O)C(=O)/C(=C(/O)c2ccncc2)C1c1ccccc1 (stereo not drawn)	-6	-14	-0.025	9	1
15	Cc1ccc(CCNC(=O)CN2CCN(Cc3ccccc3F)C2=O)cc1	-10	19	-0.36	-1	0
16	Cn1ccnc1Sc1nnnn1-c1ccccc1	-6	-11	-0.58	-2	11

cpd	E coli RNAP	MKP-1 inh	Hsp90 inh	CatB mixtures
9	7	-15	0	-6
10	5	9	/	2
11	5	-10	1	-2
12	7	7	-4	5
13	-3	13	-2	-4
14	9	-1	-10	4
15	7	-4	0	1
16	3	-7	3	2

(next part)
cpd	Compound	Cdc25B block	tolC growth inh	D1 allo mod	CatB block	AP ELISA ortho
17	CCN1C(=O)N(C)C2(c3ccccc3)N(C)C(=O)N(C)C12c1ccccc1 (stereo not drawn)	7	-23	0.86	4	8
18	COC(=O)c1c(-c2ccc(OC)c(OC)c2)csc1N	0	8	-0.9	7	8
19	CCCCOC(=O)C1=C(C)Nc2ncnn2C1c1ccc(OC)c(OC)c1OC (stereo not drawn)	-6	17	0.018	0	31
20	CC(C)N(C(=O)COc1ccc(Br)cc1Cl)C(C)C	-18	34	-0.21	7	17
21	COc1cc2[nH]c3c(N4CCN(c5ccccn5)CC4)ncnc3c2cc1OC	5	45	-4.8*	-2	7
22	COc1ccccc1-c1nc2n(n1)C(c1ccccc1Cl)C(C(N)=O)=C(C)N2 (stereo not drawn)	-18	3	-0.2	3	5
23	O=C1CCCCCC1C1(O)C(=O)Nc2ccccc21 (stereo not drawn)	-6	8	0.67	1	13
24	CCCOc1c(OC)cccc1C1CC(=O)Nc2cc(OC)c(OC)c(OC)c21 (stereo not drawn)	-15	10	-0.39	-4	13

cpd	E coli RNAP	MKP-1 inh	Hsp90 inh	CatB mixtures
17	6	-2	2	-2
18	8	-3	-12	2
19	-2	10	2	2
20	9	8	-4	1
21	6	24	-7	5
22	3	3	2	1
23	5	1	-6	9
24	1	15	-1	4

More results follow:
cpd	Compound	Cdc25B block	tolC growth inh	D1 allo mod	CatB block	AP ELISA ortho
25	CC1(C)CC(=O)C2=C(C1)N(c1ccccc1)C(N)=C(C#N)C2c1cccnc1 (stereo not drawn)	3	-8	1.1	4	2
26	COc1ccc(-c2nnc(SC(=O)N3c4ccccc4Sc4ccccc43)o2)cc1	6	0	/	/	/
27	O=C1c2ccccc2C(=O)N1Cc1nc(-c2ccncc2)no1	5	-2	-0.38	6	6
28	O=C(NCc1cccnc1)C1CCN(S(=O)(=O)N2CCC3(CC2)OCCO3)CC1	-6	-19	-0.11	5	0
29	CCN(Cc1ccccc1)C(=O)CC1Oc2ccccc2NC1=O (stereo not drawn)	-6	-1	/	-2	19
30	O=C1c2cccc3cccc(c23)C(=O)N1c1cccnc1	-12	31	0.13	3	13
31	Cc1ccc(S(=O)(=O)N2CCCC2C(=O)N(C)Cc2cccs2)cc1 (stereo not drawn)	-5	1	0.077	0	10
32	COc1cccc(NC(=O)CSc2nnc(-c3cc(C)n(-c4ccccc4)c3C)o2)c1	-5	55	-2.9	1	15

cpd	E coli RNAP	MKP-1 inh	Hsp90 inh	CatB mixtures
25	5	10	-2	2
26	/	10	14	/
27	3	-7	-4	-6
28	9	22	-1	3
29	-5	4	-2	2
30	4	4	-1	3
31	4	3	-4	2
32	7	26	-8	-1

Part of the list above, set out differently.
No. | structure | Cdc25B block | tolC growth inh | D1 allo mod | CatB block | AP ELISA ortho | E coli RNAP | MKP-1 inh | Hsp90 inh | CatB mixtures
19 | CCCCOC(=O)C1=C(C)Nc2ncnn2C1c1ccc(OC)c(OC)c1OC (stereo not drawn) | -6 | 17 | 0.018 | 0 | 31 | -2 | 10 | 2 | 2
24 | CCCOc1c(OC)cccc1C1CC(=O)Nc2cc(OC)c(OC)c(OC)c21 (stereo not drawn) | -15 | 10 | -0.39 | -4 | 13 | 1 | 15 | -1 | 4

New compounds follow
cpd	Compound	Cdc25B block	tolC growth inh	D1 allo mod	CatB block	AP ELISA ortho
33	O=S(=O)(CCc1ccccc1)/N=C/c1cccs1	-4	-20	/	-3	1
34	CCn1cc(C(C)(C)C)c(C#N)c1NC(C)=O	8	5	0.44	5	-1
35	CCOc1cc(CNc2ncnc3nc[nH]c23)ccc1OC	-3	-11	/	-3	15
36	C=CCn1c(N)c(C(=O)Nc2ccccc2OC)sc1=S	-9	31	1	4	-13
37	CCOC(=O)Cn1cnc2c(nnn2-c2ccc(C)cc2)c1=O	7	-10	-0.2	0	9
38	COc1ccc(C(=O)c2ccc(N3CCN(C4CC(=O)NC4=O)CC3)cc2)cc1F (stereo not drawn)	-9	4	0.38	-3	15
39	Cc1ccc2nc(-c3ccccn3)cc(C(=O)NC3CCN(C)CC3)c2c1	-1	6	-0.87	3	2
40	CCn1cc(SCC(=O)NCC2CCCO2)c2ccccc21 (stereo not drawn)	4	-4	0.67	10	7

cpd	E coli RNAP	MKP-1 inh	Hsp90 inh	CatB mixtures
33	5	5	-4	4
34	13	3	1	-5
35	2	5	1	7
36	9	23	-3	6
37	3	17	-3	3
38	0	33	-4	-1
39	2	-6	-14	2
40	5	-5	-3	-1

(more compounds)
cpd	Compound	Cdc25B block	tolC growth inh	D1 allo mod	CatB block	AP ELISA ortho
41	COc1ccc(-c2nnc(CSc3ncnc4sc5c(c34)CCC5)o2)cc1OC	3	41	2.3	0	-23
42	Nc1ncc(-c2cc3ccccc3oc2=O)s1	-13	14	-2.3	-1	7
43	Cc1nc(SCc2ccccc2)c(C(F)(F)F)c(=O)[nH]1	4	9	-0.015	-2	8
44	CCOC(=O)c1cc(-c2cccs2)nn1CCC#N	-12	0	/	1	3
45	CC(=O)Nc1ccc(S(=O)(=O)Nc2nnc(C3CCCCC3)s2)cc1	1	9	0.053	2	8
46	CC(C)CC(=O)Nc1ccccc1N1CCCC1	0	7	0.14	0	/
47	CCOc1ccc(NC(=O)C(C)Sc2nnc(C)n2C)cc1 (stereo not drawn)	7	-1	0.23	6	-7
48	CCOCCCN1C(=O)CN(C2CCCCC2)C(=O)C1c1ccc(OC)c(OC)c1 (stereo not drawn)	1	-6	-0.95	3	-9

cpd	E coli RNAP	MKP-1 inh	Hsp90 inh	CatB mixtures
41	10	35	-3	-1
42	5	-7	-1	-6
43	10	-12	-5	3
44	3	8	-4	-2
45	6	6	2	4
46	-2	16	-4	/
47	8	-1	0	5
48	12	10	0	-1

Reprinted from the part before: three compounds, then new ones.
cpd	Compound	Cdc25B block	tolC growth inh	D1 allo mod	CatB block	AP ELISA ortho
46	CC(C)CC(=O)Nc1ccccc1N1CCCC1	0	7	0.14	0	/
47	CCOc1ccc(NC(=O)C(C)Sc2nnc(C)n2C)cc1 (stereo not drawn)	7	-1	0.23	6	-7
48	CCOCCCN1C(=O)CN(C2CCCCC2)C(=O)C1c1ccc(OC)c(OC)c1 (stereo not drawn)	1	-6	-0.95	3	-9
49	CCSCCNC(=O)c1cc(-n2cnnc2)ccc1Cl	-2	-15	-0.22	2	13
50	Cc1ccc(C(=O)OCc2cn3ccccc3n2)cc1	-14	27	1.8	0	12
51	CCN(CC)CCCC(C)NC1=NCCCCC1 (stereo not drawn)	-6	-8	0.64	-1	1
52	Cc1cc(C)n(-c2ccc(C(=O)NCc3ccc4c(c3)OCO4)cc2)n1	-2	10	-1.5	4	0
53	O=c1c2ccccc2nc(SCc2nc3ccccc3s2)n1Cc1ccco1	-5	8	0.92	7	-10
54	NC(=O)C(c1ccccc1)C1CCCC1 (stereo not drawn)	10	9	0.16	1	8
55	Cc1ccc(Cn2c(SCC(N)=O)nc3c2c(=O)n(C)c(=O)n3C)cc1	-4	-4	1.2	4	-6
56	CC(=O)Nc1cccc(Oc2ccc(-c3noc(C)n3)cc2)c1	-4	15	-2.3	0	-9

cpd	E coli RNAP	MKP-1 inh	Hsp90 inh	CatB mixtures
46	-2	16	-4	/
47	8	-1	0	5
48	12	10	0	-1
49	5	8	-7	0
50	5	-4	-4	-4
51	13	15	-3	22
52	-3	3	0	-3
53	7	-13	-2	2
54	11	-14	3	1
55	0	-4	-1	-4
56	10	-6	-1	-4

(more compounds)
cpd	Compound	Cdc25B block	tolC growth inh	D1 allo mod	CatB block	AP ELISA ortho
57	C(=C\CSc1nnnn1-c1ccccc1)/CSc1nnnn1-c1ccccc1	-5	25	1.1	4	-3
58	Cc1ccccc1OC(C)C(=O)NC1CCCC1 (stereo not drawn)	-4	2	-0.8	0	-18
59	CC1Cc2ccccc2N1C(=O)CCS(=O)(=O)c1cccc2nonc12 (stereo not drawn)	-9	10	0.1	6	6
60	COc1ccccc1CN(Cc1nc2ccccc2c(=O)[nH]1)C(=O)Nc1ccccc1	-5	32	-0.033	4	-2
61	CCOc1ccc(NC2CCN(C(C)=O)CC2)cc1	-10	-5	-0.94	0	-6
62	CN(Cc1ccccc1)C(=O)Nc1ccccc1	3	-10	-0.27	/	-2

cpd	E coli RNAP	MKP-1 inh	Hsp90 inh	CatB mixtures
57	3	12	/	2
58	6	-4	-8	3
59	-2	14	/	3
60	7	-1	1	3
61	5	1	14	-4
62	7	0	-3	-7

Nos. 57–59, quoted:
cpd	Compound	Cdc25B block	tolC growth inh	D1 allo mod	CatB block	AP ELISA ortho
57	C(=C\CSc1nnnn1-c1ccccc1)/CSc1nnnn1-c1ccccc1	-5	25	1.1	4	-3
58	Cc1ccccc1OC(C)C(=O)NC1CCCC1 (stereo not drawn)	-4	2	-0.8	0	-18
59	CC1Cc2ccccc2N1C(=O)CCS(=O)(=O)c1cccc2nonc12 (stereo not drawn)	-9	10	0.1	6	6

cpd	E coli RNAP	MKP-1 inh	Hsp90 inh	CatB mixtures
57	3	12	/	2
58	6	-4	-8	3
59	-2	14	/	3
